# From PubChem BioAssay
# AHR activator: activates the human aryl hydrocarbon receptor. 2.5% of 320,000 active. AHR-responsive luciferase reporter cells, luminescence. activation, % at 5 µM; in the data active = activation above about 47%;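 note: 0% = vehicle wells and 100% = reference agonist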
# procasp3 activ: activators of human procaspase-3; P42574; 0.11% of 330,000 active; activation, % at 8.5 µM; AID 463141; recombinant procaspase-3 D3A, Ac-DEVD-pNA absorbance 405 nm;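 active = activation above the mean of all tested compounds plus 3 SD, cut at about 21% in these data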;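 note: 0% = DMSO alone and 100% = DMSO wells spiked with extra 5 µM PC-3 D3A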
# Target sequence (P42574 whole entry D9A/D28A/D175A): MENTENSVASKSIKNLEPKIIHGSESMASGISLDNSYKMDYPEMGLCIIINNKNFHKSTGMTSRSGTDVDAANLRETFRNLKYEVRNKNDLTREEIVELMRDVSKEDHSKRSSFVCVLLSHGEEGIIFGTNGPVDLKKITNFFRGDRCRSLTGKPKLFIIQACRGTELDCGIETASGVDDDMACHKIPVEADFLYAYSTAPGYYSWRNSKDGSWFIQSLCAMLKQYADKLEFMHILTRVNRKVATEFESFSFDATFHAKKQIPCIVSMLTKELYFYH
#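 material = Procaspase-3 D3A mutant | probe or stimulus = Ac-DEVD-pNA | compound = single dose, 8.5 µM nominal compound, 0.8% DMSO | timing = 1 h preincubation, 2 h reaction | measured by = 405 nm absorbance of p-nitroaniline, reads at 0 and 120 min | benchmarks = DMSO-only low control, 5 µM PC-3 D3A high control | repeats = singlicate, each compound tested once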
# JMJD2C inh: human JMJD2C demethylase inhibition; GST-JMJD2C(1-420) H3K9me3 demethylation, DELFIA europium; AID 2099; Q9H3R0; 0.069% of 330,000 active; inhibition, % at 2.35 µM;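 active = more than half of a compound's replicate wells show inhibition beyond 50%, single wells judged on their own value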;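 note: signal counts dimethyl H3K9 product captured on neutravidin plate; 0% = median of DMSO wells and 100% = 0.3 times that DMSO median; strong numbers were not always called active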
# Target sequence (Q9H3R0 1-420 limits assumed): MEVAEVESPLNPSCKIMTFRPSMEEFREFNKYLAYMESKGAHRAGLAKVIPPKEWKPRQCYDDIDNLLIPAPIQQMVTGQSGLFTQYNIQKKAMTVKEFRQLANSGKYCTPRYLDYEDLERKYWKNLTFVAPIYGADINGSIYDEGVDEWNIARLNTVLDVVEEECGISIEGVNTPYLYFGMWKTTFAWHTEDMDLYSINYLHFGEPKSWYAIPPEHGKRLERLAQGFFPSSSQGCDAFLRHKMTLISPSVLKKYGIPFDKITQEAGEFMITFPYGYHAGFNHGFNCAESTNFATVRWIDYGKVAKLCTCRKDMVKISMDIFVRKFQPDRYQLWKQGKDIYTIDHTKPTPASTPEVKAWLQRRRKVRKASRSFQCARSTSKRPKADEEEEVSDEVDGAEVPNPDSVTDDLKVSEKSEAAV
# CR mimetic SO: yeast age-related superoxide inhibition as caloric restriction mimetic | S. cerevisiae aged cells, superoxide DHE fluorescence; stronger effect = lower value | superoxide response (% of plate mean), % at 10 µM | 0.18% of 330,000 active | AID 2690;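 active = superoxide response under a set limit, about three screen SD below normal, cut at about 65% in these data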;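 note: yeast aged for seven days with compound at 30 °C before DHE staining; 100% = average MFI of all compound-treated wells on the plate with controls excluded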
# RPL19A TOR yeast: yeast TOR pathway RPL19A-GFP modulation | S. cerevisiae RPL19A-GFP strain, flow cytometry, 3 h; stronger effect = lower value | percent response vs DMSO, % at 10 µM | 0.3% of 330,000 active | AID 2025;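 active = percent response vs DMSO below 50%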;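 note: median channel GFP fluorescence of the barcoded RPL19A-GFP strain; ratio of sample median GFP to plate DMSO average so 100% = DMSO; lower means less RPL19A-GFP as with rapamycin TOR inhibition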
# MEP2 TOR yeast: yeast TOR pathway MEP2-GFP modulation; GFP response vs DMSO, % at 10 µM; 0.51% of 330,000 active; AID 2016; S. cerevisiae MEP2-GFP strain, flow cytometry GFP, 3 h; 100% = DMSO control level;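 active = GFP response versus DMSO above a set limit, roughly screen mean plus 3 SD, cut at about 180% in these data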;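 note: median GFP fluorescence of the barcode-gated MEP2-GFP cells per well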
# procasp7 counter: activates human procaspase-7, counter-screen for procaspase-3 activators; 0.093% of 330,000 active; recombinant procaspase-7, Ac-DEVD-pNA absorbance 405 nm; D23A/D198A/D206A triple mutant, cannot self-cleave; scale: DMSO 0, 5 µM enzyme 100; activation, % at 8.5 µM; AID 463210; P55210;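 active = percent activation above the screen-wide mean plus 3 SD, cut at about 25% in these data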
# Target sequence (P55210 whole entry D23A/D198A/D206A): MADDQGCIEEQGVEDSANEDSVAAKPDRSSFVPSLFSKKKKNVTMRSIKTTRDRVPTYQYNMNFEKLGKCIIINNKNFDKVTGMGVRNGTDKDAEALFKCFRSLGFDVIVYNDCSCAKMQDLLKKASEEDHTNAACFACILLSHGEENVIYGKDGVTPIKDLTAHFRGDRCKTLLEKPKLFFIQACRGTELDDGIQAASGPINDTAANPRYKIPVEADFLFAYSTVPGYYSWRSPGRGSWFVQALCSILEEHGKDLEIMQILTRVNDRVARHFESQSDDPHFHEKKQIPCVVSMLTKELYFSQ
#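 Detection: p-Nitroaniline absorbance at 405 nm, read at 0 and 120 min; system: Uncleavable procaspase-7 mutant enzyme; evaluation: % activation from two-timepoint absorbance difference, scaled to controls; times: 1 h enzyme–compound preincubation and 2 h substrate reaction, both 25 °C; buffer or medium: Zinc-free HEPES pH 7.4 with 300 mM NaCl, 0.01% Triton X-100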
# LAP4 TOR yeast: modulators of TOR pathway LAP4-GFP in S. cerevisiae; S. cerevisiae LAP4-GFP multiplex, flow cytometry GFP, 3 h; median GFP as percent of DMSO wells; GFP response vs DMSO, % at 10 µM; 0.34% of 320,000 active;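 active = GFP response vs DMSO above a set limit, about the screen mean plus 3 SD, cut at about 150% in these data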
# Active calls of the source: *; x = no result given; & = joins results of further samples; [ ] = another dose, or the depositor's remark. Rows are unselected; any-hit rate near 3.8%.
SMILES,AHR activator,procasp3 activ,JMJD2C inh,CR mimetic SO,RPL19A TOR yeast,MEP2 TOR yeast,procasp7 counter,LAP4 TOR yeast
O=c1c2ccccc2nc(-c2cccc(Cl)c2)n1O,14,5,-6,68,89,95,4,137
CCOC(=O)CCCCC(=O)NC(CO)C(=O)NC (stereo not drawn),2,-1,1,101,98,101,-1,94
Cc1ccc(S(=O)(=O)N2CCCN(S(=O)(=O)c3ccc(C)c(C)c3)CC2)cc1C,2,4,7,90,96,98,6,99
CC(=O)c1ccc(NC(=O)C(C)OC(=O)C2CCN(c3ccc(C(F)(F)F)cn3)CC2)cc1 (stereo not drawn),1,-6,3,89,102,100,-7,106
Cn1c(CSCc2ccc(F)cc2)n[nH]c1=S,x,x,2,87,93,141,x,119
CC12CCC(=O)N1C(C(=O)OCC(=O)Nc1cccc(Br)c1)CS2 (stereo not drawn),-1,-6,15,92,101,103,0,99
O=C(Cc1ccc(Cl)cc1)N1CCOCC1,11,4,-12,108,103,108,9,93
CNC(=S)NNC(=O)CNc1ccc(C)c(Cl)c1,38,2,-2,106,89,86,-7,94
CCOP(=O)(OCC)/C(=N/OC(=O)c1ccccc1C)C(N)=O,-1,6,5,105,105,106,-7,95
c1ccc(OCc2ccc(CCCN3CCOCC3)cc2)cc1,-1,1,-2,86,102,99,-2,98
CCCSc1nc(C)c2cc(C)cc(C)c2n1,7,-9,0,101,98,99,10,97
CCOC(=O)NC(Nc1ncccn1)(C(F)(F)F)C(F)(F)F,1,-2,x,113,101,99,-10,97
CCOC(=O)c1sc(NC(=O)COC(=O)C(CCSC)NC(C)=O)nc1C (stereo not drawn),0,1,-2,89,100,103,-3,96
Cc1ccc2cc(C#N)c(SCC(=O)NCC3CCCO3)nc2c1 (stereo not drawn),6,-8,-19,87,104,105,-9,100
CCCn1nc(NC(=O)C2CCCO2)c2cc3ccc(C)cc3nc21 (stereo not drawn),6,-3,21,94,92,95,-1,113
CCOC(=O)c1cnc2ccccc2c1NCCc1ccc(OC)c(OC)c1,2,6,-6,96,100,103,-3,93
O=C(COc1ccc(Cl)cc1)Nc1nc(-c2ccc(S(=O)(=O)N3CCOCC3)cc2)cs1,-3,-3,-6,116,100,108,2,104
Cc1ccc(S(=O)(=O)NCCC(=O)N2CCCCCCC2)cc1,1,8,1,100,107,112,-3,112
N#CC(c1ccccn1)c1ncc(C(F)(F)F)cc1Cl (stereo not drawn),4,3,10,101,103,107,3,100
Cc1cc(NC(=O)CSc2ccc(-c3cccc([N+](=O)[O-])c3)nn2)no1,9,0,-7,91,101,98,-4,108
CCOc1ccc(C(=O)NCC(=O)OCC(=O)Nc2nnc(-c3ccccc3)o2)cc1,-1,-1,12,88,93,101,5,100
O=C(CSC1=NNC(c2ccccn2)S1)Nc1ccccc1 (stereo not drawn),1,-41,13,108,89,99,-35,122
CN(CCOc1ccccc1)C(=O)c1cc(S(=O)(=O)N2CCCCC2)ccc1Cl,0,4,2,75,87,88,3,94
COc1ccc(NC(=O)CNC(=O)C2CCCCC2)cc1,4,-7,-17,82,94,96,-2,90
Cc1cccc2sc(N(CCCN(C)C)C(=O)c3ccc4ncsc4c3)nc12,9,-2,9,99,103,113,-27,106
COc1ccc(OC)c(NC(=O)COC(=O)Cc2ccsc2)c1,0,8,1,106,98,99,-3,91
COc1cc(Br)c(CC(=O)NC2CC2)cc1OC,1,8,3,100,99,99,-8,110
O=C1[C@H]2[C@@H](c3ccc(F)cc3)N3C(=O)N(c4cccc(F)c4)C(=O)[C@@]3(Cc3ccccc3)[C@H]2C(=O)N1C1CCCCC1,1,4,-10,109,102,94,-13,134
C#CC(C)(C)NC(=O)c1ccc(-c2ccccc2F)cc1,4,3,0,104,89,99,4,113
CC(C)(C)c1ccc(C(=O)NCC(=O)N2CCCCCC2)cc1,5,0,-15,101,108,98,0,95

# Complete entries from above. Values in the order: AHR activator	procasp3 activ	JMJD2C inh	CR mimetic SO	RPL19A TOR yeast	MEP2 TOR yeast	procasp7 counter	LAP4 TOR yeast
# O=C(COc1ccc(Cl)cc1)Nc1nc(-c2ccc(S(=O)(=O)N3CCOCC3)cc2)cs1 across the screens: -3	-3	-6	116	100	108	2	104
# O=C(CSC1=NNC(c2ccccn2)S1)Nc1ccccc1 (stereo not drawn) across the screens: 1	-41	13	108	89	99	-35	122
# N#CC(c1ccccn1)c1ncc(C(F)(F)F)cc1Cl (stereo not drawn) across the screens: 4	3	10	101	103	107	3	100
# COc1ccc(NC(=O)CNC(=O)C2CCCCC2)cc1 across the screens: 4	-7	-17	82	94	96	-2	90

# (more compounds)
SMILES,AHR activator,procasp3 activ,JMJD2C inh,CR mimetic SO,RPL19A TOR yeast,MEP2 TOR yeast,procasp7 counter,LAP4 TOR yeast
CCCCOc1ccc(-c2nnc(-c3cc[n+](C)cc3)o2)cc1,4,-3,-1,90,95,97,9,94
Cc1nc(-c2cc(C#N)c(=O)[nH]c2C)cs1,2,0,33,87,97,98,7,101
Cc1cccc(C)c1NC(=O)CSc1ncnc2nc[nH]c12,-1,-2,14,79,90,89,0,90
CN1CCN(Cc2nc3cc(NC(=O)COc4ccc([N+](=O)[O-])cc4)ccc3n2C)CC1,-2,-6,-14,94,105,107,1,114
Cc1ccc(S(=O)(=O)N2[C@@H](c3cccc(Cl)c3)C(C(=O)O)=CC[C@H]2c2ccc3c(c2)OCO3)cc1,-1,-5,-6,94,95,90,-15,128
CC(C)c1ccc(OCC(=O)N2CCN(C(=O)c3ccco3)CC2)cc1,x,x,-5,97,117,108,x,83
O=C(CCC(=O)N(CC(=O)NC1CCCC1)c1cccc(F)c1)Nc1nccs1,2,-3,-20,113,101,99,0,87
CC(C)[C@H](NC(N)=O)C(=O)Nc1ccc2c(c1)CCC2,1,0,x,112,97,107,-4,100
Cc1cccc(NC(=O)CSc2cn[nH]n2)c1,2,-12,25,97,101,97,2,95
CCOc1ccc(-n2ccnc2SCC(=O)Nc2cc(C)on2)cc1,-3,3,23,99,99,110,10,94
CCN(CC(=O)NC1CCS(=O)(=O)C1)c1nc(-c2ccccc2)nc2ccccc12 (stereo not drawn),-1,0,-4,110,100,94,5,98
COc1ccccc1N1CCN(S(=O)(=O)CC23CCC(CC2=O)C3(C)C)CC1 (stereo not drawn),1,2,3,89,99,106,13,92
CCn1nc(C)cc1C(=O)N1CCc2c([nH]c3ccccc23)C1c1cc(F)ccc1F (stereo not drawn),15,-4,-9,85,100,103,9,107
COC(=O)c1c(-c2ccc(OC)cc2)oc2ccccc12,4,-12,-4,118,103,104,14,107
Cn1cc(C=C2C(=O)OC3(CCCCC3)OC2=O)c2ccccc21,5,0,15,98,97,101,-5,106
Cc1ccc(O)c(NC(=S)NC(=O)/C=C/c2ccccc2)c1,44,-2,5,107,99,105,-6,94
CCOC(=O)CN1CC23C=CC(O2)C(C(=O)Nc2ccc(OCC)cc2)C3C1=O (stereo not drawn),-2,4,3&3,113,100,100,2,97
Cc1[nH]c2ccccc2c(=O)c1SC(F)(F)C(F)C(F)(F)F (stereo not drawn),5,0,-8,92,91,94,5,96
CC(=O)C1C(=O)c2c(cccc2[N+](=O)[O-])C1=Nc1ccccc1C (stereo not drawn),6,-1,4,81,98,105,4,119
CCC(=O)NCCCCNC(=O)CC,2,-3,-44,90,102,97,9,93
CCCc1cc(=O)[nH]c(SCc2ccc(Cl)cc2)n1,3,5,1,96,98,92,-4,84
Cc1cc(C)c(-c2cc(NC(=O)CSc3nncn3C)n(-c3ccccc3)n2)cc1C,64*,7,2,100,99,102,8,101
CCn1c(=S)sc2nc(C)sc21,-2,1,9,124,97,97,-13,95
COc1ccc(CCNC(=O)/C(=C/c2cccnc2)NC(=O)c2ccccc2)cc1,1,-14,8,85,107,96,-14,82
O=S(=O)(Nc1ccccc1Cl)c1ccc(F)cc1,-2,-3,-4,99,109,107,7,103
COc1ccc(Nc2nc(N)c3ccccc3n2)c(OC)c1,x,x,57,103,95,96,x,89
C=CCc1cc(/C=C2/NC(=O)N(CC(=O)OC)C2=O)cc(OC)c1O,6,-19,0,98,96,93,-15,98
COc1ccccc1NS(=O)(=O)c1cccc(C(=O)N/N=C(\C)c2cccnc2)c1,14,-3,-4,109,100,102,-2,106
CNCCCCOc1ccccc1-c1ccccc1,-1,3,-4,107,106,105,5,95
CC(=O)NC(CC(=O)Nc1nc(-c2ccccc2)c(C(C)=O)s1)c1ccccc1 (stereo not drawn),1,1,4,105,106,107,-10,107
CN(C)/C=C/C(=O)c1cnc(-c2ccccc2)s1,6,-5,-7,101,62[may fluoresce violet],106[may fluoresce violet],-11,156*[may fluoresce violet]
CCOc1ccc(C2CC(c3ccccc3C)n3nc(N)nc3N2)cc1 (stereo not drawn),-1,4,21,75,106,105,7,106
Cc1ccc(N2CCN(/N=C/c3cccs3)CC2)cc1,-7,1,-4,83,x,113,0,110
O=C(Cc1ccc(Cl)cc1Cl)Nc1ccc(OC(F)F)c(Cl)c1,0,7,3,118,101,106,8,109
CCOC(=O)CN(C(=O)c1snc(C(N)=O)c1N)C(C(=O)NCCC(C)C)c1ccc(F)cc1 (stereo not drawn),-2,0,-15,103,104,109,8,95
COc1ccc(-c2c(C)sc(NC(=O)c3ccnn3C)c2C#N)cc1,-1,2,-3,101,100,98,3,94
CC(=O)Nc1ccc(NC(=O)C(C)OC(=O)CCN=C2NS(=O)(=O)c3ccccc32)cc1 (stereo not drawn),-2,4,0,101,100,102,6,104
CCC(=O)Nc1sc2c(c1C(N)=O)CCC2,-2,3,3,83,104,109,-1,106
COc1ccccc1-c1ccc2nnc(SCC(=O)N3CCCC3)n2n1,3,3,82,102,93,94,13,96
Cc1ccc(-c2c[n+](CC(=O)Nc3ccccc3)c3n2CCC3)cc1,-2,-6,11,112,109,105,3,107
Clc1ccc(C(c2nnnn2C2CCCC2)N2CCN(c3nc4ccccc4s3)CC2)cc1 (stereo not drawn),-1,7,23,125,99,104,5,100
Cc1ccc(NC(=O)c2csnn2)c(C)c1,-11,-2,-32,100,101,104,6,100
Brc1ccc(CN2CCN(Cc3c[nH]c4ccccc34)CC2)cc1,17,1,6,92,101,101,4,98
CCCNC(=O)CCc1nnc2ccc(N3CCC(C)CC3)nn12,1,5,-7,92,107,108,0,98
CCN(C(=O)CSc1ccc(S(=O)(=O)N2CCOCC2)cn1)c1ccccc1,-2,-5,1,106,96,99,-2,97
Oc1cc2c(cc1CN1CCN(c3cccc(C(F)(F)F)c3)CC1)CCC2,0,5,4,91,103,91,-1,85
Cc1ccc(C)c(S(=O)(=O)NCCCc2ccccc2)c1,-1,-2,-1,102,97,107,-4,92
O=C(CS(=O)(=O)c1ccc(F)cc1)NCc1ccccc1,-1,3,-13,114,89,91,3,93
CCCCc1cc(=O)oc2cc(OCC(=O)N(CC)CC)c(Cl)cc12,5,5,17,92,97,102,5,103
C/C(=N\NS(=O)(=O)c1ccccc1)c1cccc(NC(=O)c2cccc(Cl)c2)c1,12,-1,-6,76,99,96,9,93
Cc1ccc2c(C(=O)CNc3nncs3)c(C)[nH]c2c1,106*,-5,1,111,105,103,-5,101
